# ER stress death: ER stress cell death inhibition; AID 1010; relative survival (cellular ATP), % at 15 µg/mL (by protocol); 48,000 tested, 0.33% active; CSM14.1 thapsigargin ER stress survival, ATP luminescence;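 active = survival measured by cellular ATP above 50% at 15 µg/ml in the first screen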;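 note: cell death triggered by about 15 µM thapsigargin; ATP read 24 h after thapsigargin was added; plate controls were thapsigargin with DMSO for no effect and DMSO without thapsigargin for full effect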
# * marks the source's active call; other numbers are inactive results. Not all compounds are listed; the hit share may differ from the screen's.
# Preview:
SMILES | ER stress death
Cc1cc([N+](=O)[O-])ccc1N1C(=O)C2C3c4ccccc4C(c4ccccc43)C2C1=O (stereo unspecified) | 4.3
Cc1ccc(OCCCCCCn2ccnc2)c(C)c1 | -5.1
O=C(CC1Sc2ccc(C(F)(F)F)cc2NC1=O)Nc1ccc(N2CCOCC2)cc1 (stereo unspecified) | 13.7
O=C(NN1CCOCC1)NC12CC3CC(CC(C3)C1)C2 | 8.0
c1ccc(-c2ccc(-c3nc(-c4cccnc4)no3)cc2)cc1 | 6.8
COc1cc(/C=c2\sc3nc4ccccc4n3c2=O)ccc1OC(=O)c1ccc(F)cc1 | 7.5

# The listing (from the top)
SMILES | ER stress death
Cc1cc([N+](=O)[O-])ccc1N1C(=O)C2C3c4ccccc4C(c4ccccc43)C2C1=O (stereo unspecified) | 4.3
Cc1ccc(OCCCCCCn2ccnc2)c(C)c1 | -5.1
O=C(CC1Sc2ccc(C(F)(F)F)cc2NC1=O)Nc1ccc(N2CCOCC2)cc1 (stereo unspecified) | 13.7
O=C(NN1CCOCC1)NC12CC3CC(CC(C3)C1)C2 | 8.0
c1ccc(-c2ccc(-c3nc(-c4cccnc4)no3)cc2)cc1 | 6.8
COc1cc(/C=c2\sc3nc4ccccc4n3c2=O)ccc1OC(=O)c1ccc(F)cc1 | 7.5
COc1ccc(/C=N/Nc2nc(-c3ccc(C)cc3)nc3ccccc23)cc1 | -3.6
CCOC(=O)C(C(=O)OCC)=C(N)C(F)(F)F | 3.9
COc1cc(N)c(C(c2ccc(C)o2)c2ccc(C)o2)cc1OC | -9.9
O=C(/C=C/c1ccccc1)NCC1(c2ccccc2)CCOCC1 | 9.6
CCOC(=O)c1ccccc1NC(=O)CCc1ccccc1 | -2.5
O=C(NNc1nc(-c2ccccc2)cc(-c2ccc(F)cc2)n1)c1cccc([N+](=O)[O-])c1 | 6.4
COc1ccc(Cl)cc1C(=O)Nc1ccc(-c2nc3ccccc3[nH]2)cc1 | 4.8
O=C1NN(c2ccc(F)cc2)C(=O)/C1=C\c1ccc(-c2cccc(C(=O)O)c2)o1 | -4.3
S=c1[nH]cnc2sc3c(c12)CCC3 | -7.9
COC(=O)C1=C(C)N(C)C(C)=C(C(=O)OC)C1c1ccc(Cl)c(Cl)c1 | -1.3
c1ccc(CCCN2CCN(C3CCN(Cc4ccccc4)CC3)CC2)cc1 | -5.4
CCOC(=O)c1cc(CC)sc1NC(=O)c1cccc(OCC)c1 | 4.0
Cc1ccccc1C(=O)Nc1ccc(Cl)c(C(N)=O)c1 | -4.2
COc1ccc(-c2cc(C(F)(F)F)n3ncc(C(=O)NCCCN4CCOCC4)c3n2)cc1 | 8.0

# 6 entries out of the list, sorted by molar mass, low to high.
SMILES | ER stress death
S=c1[nH]cnc2sc3c(c12)CCC3 | -7.9
O=C(NN1CCOCC1)NC12CC3CC(CC(C3)C1)C2 | 8.0
Cc1ccccc1C(=O)Nc1ccc(Cl)c(C(N)=O)c1 | -4.2
COC(=O)C1=C(C)N(C)C(C)=C(C(=O)OC)C1c1ccc(Cl)c(Cl)c1 | -1.3
O=C1NN(c2ccc(F)cc2)C(=O)/C1=C\c1ccc(-c2cccc(C(=O)O)c2)o1 | -4.3
O=C(NNc1nc(-c2ccccc2)cc(-c2ccc(F)cc2)n1)c1cccc([N+](=O)[O-])c1 | 6.4

# (continued)
SMILES | ER stress death
CCc1ccc(-c2nc3cc(NC(=O)c4ccc5c(c4)OCCO5)ccc3o2)cc1 | 4.5
O=[N+]([O-])c1cccc(N/N=C/c2ccc3c(c2)OCO3)c1 | 3.3
O=C(NC(NC(=S)Nc1ccc(-c2ccccc2)cc1)C(Cl)(Cl)Cl)c1ccccc1Cl (stereo unspecified) | 3.8
COC(=O)CN(c1ccccc1)S(C)(=O)=O | 9.2
Cc1cc(C)c(NC(=O)c2cccc(I)c2)c(C)c1 | 15.9
COc1ccc(C2Nc3ccccc3C(=O)N2Cc2ccco2)cc1CN1C(=O)c2ccccc2C1=O (stereo unspecified) | 11.7
COc1cc(C(=O)Nc2ccc(C(=O)OC3CCCCC3)cc2)cc(OC)c1OC | 32.7
CC1(C)CC(=O)c2c(oc3ccc(NS(=O)(=O)c4cc(Cl)ccc4Cl)cc23)C1 | 4.4
Cc1cc(Cl)ccc1OCC(O)CN1C(C)CCCC1C (stereo unspecified) | -8.9
COC(=O)c1c(NC(=O)c2ccco2)sc2c1CCC2 | -0.7
CCn1c2ccccc2c2cc(NC(=O)COc3ccccc3Cl)ccc21 | 8.3
O=[N+]([O-])c1ccc(C(O)C23CN4CN(CN(C4)C2)C3)cc1 (stereo unspecified) | 7.3
C=CCN1C(=O)S/C(=C/c2cc(Br)c(O)c(OCC)c2)C1=O | 1.3
O=C(Nc1cccc(-c2nc3ccccc3[nH]2)c1)c1ccccc1Cl | -1.0
Cc1ccc([N+](=O)[O-])cc1NC(=O)c1cc2ccccc2cc1O | 8.2
CC(=O)NC1=NN(C(C)=O)C(c2ccc(Cl)cc2Cl)S1 (stereo unspecified) | -5.6
Cc1ccc(S(=O)(=O)N2CCC(C(=O)O)CC2)c2nsnc12 | -2.3
COc1ccc(-c2cc(C(=O)N/N=C(\C)c3ccc(N)cc3)[nH]n2)cc1 | 2.8
CCOc1cc(/C=C2\SC(=S)N(C3CCCCC3)C2=O)ccc1O | -0.4
COc1ccc(-n2c(=O)c3c4c(sc3n3c(SCC(N)=O)nnc23)CCCC4)cc1 | 6.6
CCOc1ccc(C(=O)N2CCN(c3ccccc3OC)CC2)cc1OCC | 1.9
O=C1N/C(=N\N=C\c2cccc([N+](=O)[O-])c2)SC1Cc1cccc(Cl)c1Cl (stereo unspecified) | 6.1
COc1ccc(OC)c(CNc2cc([N+](=O)[O-])ccc2OC)c1 | 11.8
N#Cc1c(-c2ccc(Cl)cc2)cc(-c2ccccc2)nc1N | -0.2
COC(=O)c1cc(S(=O)(=O)N2CCCC2)c(Cl)cc1Cl | 4.4
COc1cccc(NC(=O)c2cc(Cl)ccc2Cl)c1 | 1.9
CC(=O)Nc1ccc(-c2ccnc(-c3ccc(NC(C)=O)cc3)n2)cc1 | -4.6
CC(C)(C)c1cc(-c2ccccc2)no1 | 3.9
CCOC(=O)C(Oc1ccc2c(oc(=O)c3ccccc32)c1C)c1ccccc1 (stereo unspecified) | 6.8
Cc1cc(NC(=O)c2ccc(Cl)cc2)n(-c2ccccc2)n1 | 0.9
CN1CCN(C2=NC(=O)/C(=C/c3ccc4c(c3)OCO4)S2)CC1 | 7.9
COc1ccccc1C(=O)N1CCN(Cc2cc(OC)c(O)c(OC)c2)CC1 | -3.6
CCOC(=O)c1ccccc1NC(=O)CN(c1ccc(OC)cc1)S(=O)(=O)c1ccccc1 | 9.2
CC(O)CNC(=O)C1CC(=O)N(c2ccc(Br)cc2)C1 (stereo unspecified) | 2.6
O=C(O)CCCN1C(=O)/C(=C/c2ccc3c(c2)OCO3)SC1=S | -5.6
CCOC(=O)C1=C(c2ccccc2)N=c2s/c(=C\c3cccc(O)c3)c(=O)n2C1c1cccc(OC)c1OC (stereo unspecified) | -1.4
CSc1ccccc1NC(=O)CC1Nc2cc(C)c(C)cc2NC1=O (stereo unspecified) | -1.1
CCCOc1cccc(C(=O)Nc2cccc(-c3nc4ccccc4[nH]3)c2)c1 | 6.8
COc1ccccc1CNC(=O)c1ccc(CN(c2ccccc2)S(C)(=O)=O)cc1 | 8.6
C/C(CC(=O)Nc1ccc(Nc2ccccc2)cc1)=N\NC(=O)c1ccoc1C | 1.7

# Next structures
compound,ER stress death
O=C(/C=C/c1ccc2c(c1)OCO2)NC1CC2CCC1C2 (stereo unspecified),-1.3
O=C(CSCC(=O)Nc1cccc(C(F)(F)F)c1)Nc1ccccc1,17.2
Cc1ccc(NC(=O)c2ccc3ccccc3c2)c([N+](=O)[O-])c1,2.8
CCOC(=O)C1=C(O)/C(=C/c2ccc(C)o2)SC1=Nc1ccccc1,-2.8
O=c1/c(=C\c2cccc(Oc3ccc(C(F)(F)F)cc3[N+](=O)[O-])c2)sc2nc3ccccc3n12,9.4
O=[N+]([O-])c1cccc(Cl)c1N1CCN(S(=O)(=O)c2ccc(Cl)cc2)CC1,0.6
COc1ccc(/C=C2\SC(=S)N(NC(=O)c3ccccc3[N+](=O)[O-])C2=O)cc1OC,-1.2
Cc1cc2c(c(=O)o1)C(c1ccc([N+](=O)[O-])cc1)C(C#N)=C(N)O2 (stereo unspecified),2.9
O=C(Nc1ccc(Br)c(Cl)c1)c1cccs1,-3.4
COCC(C)NCc1ccc2c(c1)OCO2 (stereo unspecified),4.2
Cc1ccc(NC(=O)C(Cl)(Cl)C(=O)Nc2ccc(C)cc2)cc1,3.9
COC(=O)c1c(NC(=O)C2CC2)sc2c1CCCCCC2,-21.8
COc1cccc(NC(=O)C2CC2(c2cccc(OC)c2)c2cccc(OC)c2)c1 (stereo unspecified),11.2
O=C1NC(=O)N(c2ccccc2)C(=O)/C1=C\c1ccccc1I,-2.9
CCOC(=O)C(C#N)=C1CCCCCC1,1.2
N#C/C(=C/c1ccc(-c2ccc(Cl)cc2)o1)C(=O)O,3.3
Cc1cc(Br)c2c(c1)c(N=NC(N)=O)c(O)n2C,12.6
O=c1c[n+]([O-])c2ccccc2n1OCc1ccccc1,-0.4
CCN(CC)CCOc1ccccc1C,-3.1
NC(=O)c1cc(NC(=O)COc2ccc(F)cc2)c(Cl)cc1Cl,6.1
Cc1cc(C)c(NC(=O)C(C)Sc2ncn[nH]2)c(C)c1 (stereo unspecified),-1.7
CC(C)(C)c1ccc(/C=C2\SC(N3CCOCC3)=NC2=O)cc1,-1.1
Cc1cc(Br)c2[nH]c(O)c(N=Nc3cccc4cccnc34)c2c1,-3.9
COc1ccccc1OCCCCCCc1c(C)n[nH]c1C,-13.5
N#C/C(=C\c1ccc2c(c1)OCO2)C(=O)NCc1ccco1,10.0
COc1ccccc1NC(=O)c1c(NC(=O)C(C)(C)C)sc2c1CCCCC2,-1.8
CCN(CC)C(=O)CN(c1ccc(OC)c(Cl)c1)S(=O)(=O)c1ccccc1,2.4
CC(C)(C)c1ccc(S(=O)(=O)Nc2nc3ccccc3s2)cc1,-0.3
C=CCN1C(=O)/C(=C/c2ccccc2OCc2ccc([N+](=O)[O-])cc2)SC1=S,6.2
O=C(NC(=S)Nc1nc(-c2ccccc2)cs1)c1ccco1,1.0
Cc1cc(C)n(-c2cc(N3CCOCC3)ncn2)n1,3.5
COC(=O)c1ccccc1-c1ccc(C=O)o1,3.5
Nc1nonc1C(=O)NCCNc1ccc([N+](=O)[O-])cc1Cl,1.7
CCOC(=O)/C(N=Nc1cccc(C)c1C)=C(/C)O,10.7
COc1cc(/C=N/Nc2nc(N3CCCCC3)nc(N3CCCCC3)n2)cc(Br)c1O,2.0
Cc1ccc(C)c(N(CC(N)=O)S(=O)(=O)c2ccccc2)c1,-0.7
CCOC(=O)c1c(C)nc2ccc(Cl)cn12,-3.8
COc1ccc(N(CC(=O)NN=C2CCN(C)CC2)S(=O)(=O)c2ccccc2)cc1Cl,8.9
O=C1C(Cc2cccc([N+](=O)[O-])c2)S/C(=N/N=C/c2ccccc2)N1c1ccccc1 (stereo unspecified),5.5
COc1cc(C(=O)Nc2ncc(Cc3cccc4ccccc34)s2)cc(OC)c1OC,11.6
COc1cc(C2/C(=C(\O)c3ccccc3)C(=O)C(=O)N2c2ccccn2)ccc1O (stereo unspecified),3.9
CCOc1ccccc1/C=C1/C(=O)NN(c2ccc(I)cc2)C1=O,9.1
COc1cccc(C(=O)N2CCN(c3ccccn3)CC2)c1,1.0
Cc1ccsc1/C=C1\C(=O)NC(=O)N(c2ccc(Cl)cc2)C1=O,-1.8
Cc1ccc2nc(N3CCOCC3)c(C=O)c(=O)n2c1,6.9
COc1ccc(Br)cc1CN1CCN(Cc2cccn2C)CC1,-1.9
CCOc1cc(/C=N/n2cnnc2)cc(Br)c1OCCOc1ccc(C(C)CC)cc1 (stereo unspecified),9.6
O=C(NCCOc1ccccc1)c1ccccc1C(F)(F)F,7.0
COc1ccc(CCNC(=O)CCN2C(=O)c3ccccc3C2=O)cc1OC,18.0
CCOc1ccc(/C=C(\C#N)C(=O)NCc2ccco2)cc1OC,4.7

# Later entries.
compound,ER stress death
CC1=Nc2ccccc2/C1=C\c1c(O)n(-c2ccccc2)c(=O)[nH]c1=O,1.3
CCOc1ccc(/C=C(/NC(=O)c2cccc(Br)c2)C(=O)N2CCCC2)cc1,-2.7
CCCCCCCNC1CC(=O)N(c2ccc(Br)cc2)C1=O (stereo unspecified),-3.6
O=S(=O)(c1cccc2ccccc12)n1cnc2ccccc21,-1.8
O=C(Nc1ccccn1)[C@@H]1C2C=CC(C2)[C@@H]1C(=O)O (stereo partly specified),13.4
O=C1NC(=S)S/C1=C\c1ccc(Oc2ccc([N+](=O)[O-])cn2)cc1,-0.7
O=C1NC(=O)N(c2ccc(Cl)cc2)C(=O)/C1=C/c1ccsc1,10.5
CCOc1cc(/C=N/NC(=O)Cc2cccc3ccccc23)cc(I)c1O,-7.2
CC(C)NC(=O)C1CC(=O)N(c2ccc(Br)cc2)C1 (stereo unspecified),4.3
O=C(Nc1ccc(Br)cc1)c1cc2ccccc2o1,13.1
COc1cccc(NC(=O)C2C3/C=C\CCCCC32)c1 (stereo unspecified),3.4
COc1ccc(-c2cc(C(=O)Nc3cccc(C(C)=O)c3)c3ccccc3n2)cc1OC,-2.8
CN(C)CCNC(=O)COc1ccc(C23CC4CC(CC(C4)C2)C3)cc1,-10.1
Cc1c(OCC(N)=O)ccc2c1oc(=O)c1ccccc12,-1.0
COc1ccc(CCNC(=O)COc2cccc3ccccc23)cc1,8.4
O=C(CSc1nnc2c(n1)[nH]c1ccccc12)Nc1ccccc1,2.3
C=CCN1C(=O)/C(=C\C=C\c2ccc(N(C)C)cc2)SC1=S,7.0
CCCNC(=O)n1ccc(C(=O)N2CCOCC2)n1,3.3
Cc1cc(C)n2c(SCCO)nnc2n1,-1.1
O=C(NCCN1CCNCC1)C(=O)Nc1ccc(Br)cc1,-1.7
Cc1ccc(C(O)(C(=O)N=c2ccccn2O)c2ccc(C)cc2)cc1,16.8
CC(C)OC(=O)c1c(-c2ccc(Cl)cc2Cl)csc1NC(=O)/C=C/C(=O)O,8.2
O=C(NCC1CCCO1)c1cnn2c1NC(c1ccco1)CC2C(F)(F)F (stereo unspecified),3.6

# Screening results from PubChem BioAssay.
